MEKK2mut PB1 HTS: signal of MEK5 binding to mutant human MEKK2 PB1 domain. bead flow cytometry, Alexa488-MEK5 binding to MEKK2 mutant. percent response, % at 10 µM. 290,000 tested, 0.35% active; in the data active = percent response above about 24%, passing the limit was not always enough; also: inactives centre near 1; some results filed as inactive read as strong as hits
UBC9 SUMO inh: blocks human SUMOylation mediated by UBC9; HTRF SUMOylation assay, SAE1/SAE2 + UBC9, in vitro; inhibition, % at 35 µM; 290,000 tested, 0.36% active; AID 2006; in the data active = inhibition above about 50%, passing the limit was not always enough; also: strong numbers were not always called active
Target sequence (P63279 whole entry, looked up): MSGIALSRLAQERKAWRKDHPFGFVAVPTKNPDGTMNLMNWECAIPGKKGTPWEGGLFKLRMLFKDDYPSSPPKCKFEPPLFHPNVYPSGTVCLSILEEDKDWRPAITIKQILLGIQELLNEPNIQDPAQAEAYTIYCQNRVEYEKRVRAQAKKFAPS
HCV NS3 hel inh: HCV NS3 helicase inhibition. inhibition, % at 10.9 µM. NS3 helicase DNA unwinding, Cy5 molecular beacon fluorescence. 290,000 tested, 0.56% active. AID 1800;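 active = inhibition above the mean of all tested compounds plus 3 SD, set per campaign, cut at about 35% in these data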;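 also: 0% = DMSO wells and 100% = thioflavine S control wells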
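Compound dosing – single dose, 10.9 µM nominal final, DMSO 0.8% final · System – NS3 helicase fragment of HCV · Buffer or medium – MOPS pH 6.5, MgCl2, DTT, Tween20, BSA · Signal – Cy5 beacon fluorescence read at start and 1 h · Also added – annealed dual-labelled DNA beacon duplex, ATP-started · Schedule – 1 h at 25 °C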
CRFBP-R2 agonist: agonists of human CRF-binding protein/CRF-R2 receptor complex | AID 588473 | HEK293 CRF-R2/CRF-BP, calcium dye fluorescence (FLIPR); percent of saturating CRF peptide response | 350,000 tested, 0.46% active | activation, % at 13.2 µM;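 active = activation of at least 50%, plus an integration ratio under a set limit after plate pattern correction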;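 also: plate controls were neutral control wells without compound for no effect and CRF at EC100 for full effect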
CRFBP-R2 block: antagonists of CRF-binding protein/CRF-R2 receptor complex | HEK293 CRF-R2/CRF-BP, CRF-induced calcium fluorescence | inhibition, % at 11.8 µM | 350,000 tested, 0.59% active;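 active = inhibition of the ligand-induced calcium signal above about 50% at the single tested concentration, limit read from the data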
MEKK2 WT-MEK5: raises or lowers MEK5 binding to wildtype human MEKK2 PB1 domain. Q9Y2U5. bead flow cytometry, Alexa488-MEK5 binding to MEKK2 WT; actives lie on both sides. binding response (% of control), % at 10 µM. 290,000 tested, 1.1% active; in the data active = binding response below about 67% or above about 130%
DNA FID counter: displaces DNA intercalator in HCV helicase counter-screen; inhibition, % at 7.9 µM; DNA fluorescent intercalator displacement, fluorescence; 290,000 tested, 0.17% active; AID 1845; in the data active = inhibition above about 37%;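 also: 0% = vehicle and 100% = reference compound; higher means more ethidium bromide displaced from hairpin DNA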
GalR3 antagonist: blocks the human galanin receptor 3; inhibition, % at 3 µM; HEK293 GalR3-CNG cAMP membrane potential fluorescence; galR3 body fused to GalR1 C-terminus; 360,000 tested, 0.44% active;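 active = inhibition above the screen-wide average plus 3 SD, cut at about 13% in these data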;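 also: forskolin and galanin both at EC90 stimulate the cells; cAMP rise reported by CNG channel membrane potential dye signal; 0% = forskolin plus galanin with DMSO and 100% = forskolin alone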
Target sequence (O60755 1-299 limits assumed): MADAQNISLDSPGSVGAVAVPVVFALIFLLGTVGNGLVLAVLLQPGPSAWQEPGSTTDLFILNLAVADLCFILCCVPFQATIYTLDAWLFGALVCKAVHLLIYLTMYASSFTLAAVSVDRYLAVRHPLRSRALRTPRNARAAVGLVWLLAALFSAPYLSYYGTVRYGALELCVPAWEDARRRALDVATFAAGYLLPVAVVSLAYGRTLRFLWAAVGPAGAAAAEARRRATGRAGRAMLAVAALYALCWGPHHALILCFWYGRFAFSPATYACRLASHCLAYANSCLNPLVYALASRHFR
MEKK3 PB1 HTS: MEKK3-MEK5 PB1 interaction, increase or decrease; Q99759; bead-based flow cytometry, Alexa488-MEK5 binding to MEKK3; actives lie on both sides; 0 = blocked by unlabeled MEK5, 100 = vehicle; binding response (% of control), % at 10 µM; 290,000 tested, 1.4% active;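 active = binding response more than 3 SD above or below the average of its plate-row segment, actives on both sides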;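 also: Alexa488 bead fluorescence after subtracting the streptavidin-only scavenger bead signal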
Target sequence (Q99759 whole entry, looked up): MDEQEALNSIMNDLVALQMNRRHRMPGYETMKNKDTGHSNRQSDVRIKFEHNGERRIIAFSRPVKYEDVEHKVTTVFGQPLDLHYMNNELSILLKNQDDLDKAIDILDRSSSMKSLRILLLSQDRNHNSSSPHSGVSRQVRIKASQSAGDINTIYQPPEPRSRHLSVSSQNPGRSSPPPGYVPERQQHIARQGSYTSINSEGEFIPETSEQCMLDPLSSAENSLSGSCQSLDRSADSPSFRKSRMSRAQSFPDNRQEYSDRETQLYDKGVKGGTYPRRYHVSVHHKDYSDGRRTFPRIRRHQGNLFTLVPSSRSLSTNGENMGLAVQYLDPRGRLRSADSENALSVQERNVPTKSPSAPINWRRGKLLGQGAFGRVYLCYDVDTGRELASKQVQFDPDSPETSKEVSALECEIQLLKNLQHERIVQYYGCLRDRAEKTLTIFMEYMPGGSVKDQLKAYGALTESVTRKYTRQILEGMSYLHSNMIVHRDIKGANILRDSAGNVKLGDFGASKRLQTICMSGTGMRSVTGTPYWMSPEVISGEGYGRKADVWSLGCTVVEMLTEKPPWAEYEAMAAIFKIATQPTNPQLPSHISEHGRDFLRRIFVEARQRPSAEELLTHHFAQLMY
* hit, by the source's call; x = no result given; [ ] = remark or other dose. These rows are one share of the data (hit frequency here may not be typical).

SMILES | MEKK2mut PB1 HTS | UBC9 SUMO inh | HCV NS3 hel inh | CRFBP-R2 agonist | CRFBP-R2 block | MEKK2 WT-MEK5 | DNA FID counter | GalR3 antagonist | MEKK3 PB1 HTS
CCOc1ccc(/C=C2\SC(=S)N(CCC(=O)Nc3ccc(C(=O)O)cc3)C2=O)cc1 | 6.0 | 7.7 | 27.5 | 0.2 | 17.3 | 96.0 | -19.6 | -9.3 | 100.0
CCN(NC(=O)C(O)(c1ccc(F)cc1)c1ccc(F)cc1)C(=O)c1ccccc1 | 3.0 | 11.9 | -3.5 | 1.1 | 25.1 | 96.0 | 2.6 | -4.0 | 96.0
CCN1CCN(CC2CC3C=CC2C3)CC1 (stereo not drawn) | 13.0 | 22.4 | 2.0 | 1.9 | -12.6 | 125.0 | 1.1 | -5.1 | 105.0
CCN(CC)CCOC(=O)c1c(C)oc2ccc(O)cc12 | 3.0 | 0.8 | 3.6 | -1.4 | -4.2 | 110.0 | 10.6 | -0.2 | 103.0
COc1ccc(S(=O)(=O)N2CCOC2CNC(=O)C(=O)NCCc2ccc(OC)c(OC)c2)cc1C (stereo not drawn) | -1.0 | 2.2 | -7.9 | -3.4 | 3.5 | 102.0 | -28.1 | -2.1 | 100.0
Cc1ccccc1-n1ncc2c(SCC(=O)NC3CCCC3)ncnc21 | 6.0 | 3.6 | 4.8 | -1.4 | 0.9 | 99.0 | -30.9 | -8.8 | 100.0
Cc1ccc(N2C(=O)C3C4C=CC(CC4)C3C2=O)cc1[N+](=O)[O-] (stereo not drawn) | 4.0 | -3.7 | 11.2 | 1.7 | 73.0* | 100.0 | -0.9 | -5.8 | 98.0
O=C1CC(NNC(=O)c2ccc(Br)cc2)C(=O)N1 (stereo not drawn) | 1.0 | 9.2 | 2.4 | -0.8 | 9.8 | 101.0 | -0.9 | 9.3 | 102.0
O=C(c1ccco1)N1N=C(c2ccc(Cl)cc2)CC1(O)C(F)(F)F (stereo not drawn) | 2.0 | 6.7 | 14.8 | -1.2 | -29.4 | 99.0 | -19.9 | -2.2 | 103.0
O=c1c2cc(Cl)ccc2[nH]c(=S)n1Cc1ccco1 | 7.0 | 15.5 | 8.3 | 5.7 | -65.7 | 103.0 | 1.5 | -0.5 | 106.0
O=C(CCc1nnc(Cc2ccc(-c3ccccc3)cc2)o1)NCCc1cccnc1 | 7.0 | 9.2 | -10.4 | -0.5 | 20.2 | 102.0 | -20.4 | -0.6 | 102.0
COc1cc(NC(=O)CCc2c(C)nn(-c3ccc(N4CCOCC4)nn3)c2C)cc(OC)c1OC | 1.0 | 5.0 | -1.5 | 0.8 | -9.6 | 106.0 | -51.3 | -6.2 | 104.0
CC(C)c1ccc(NC(=O)[C@@H](C)NC(=O)[C@@H]2Cc3ccccc3CN2)cc1 | 5.0 | -2.3 | -17.3 | -0.6 | -26.8 | 107.0 | 12.5 | -5.7 | 103.0
COc1ccc(NC(=O)NC2(C(=O)N3CCCCCC3)CCCCC2)cc1 | 8.0 | 25.2 | -4.7 | -2.5 | 8.4 | 106.0 | -10.0 | 1.8 | 104.0
COc1ccc(OC)c(/C(O)=C/C(=O)C(=O)Nc2cc(C)cc(C)c2)c1 | 4.0 | 8.8 | 1.4 | -0.1 | -7.0 | 120.0 | -21.1 | -1.9 | 126.0*
Cc1ccc(NC(=O)C2CCCN2S(=O)(=O)c2ccc3c(c2)n(C)c(=O)c(=O)n3C)c(C)c1 (stereo not drawn) | 1.0 | -15.1 | 2.1 | -0.6 | -10.8 | 100.0 | -5.1 | 0.1 | 100.0
O=[N+]([O-])c1ccc(N/N=C/c2sc(N3CCOCC3)nc2-c2ccccc2)c(S(=O)(=O)Nc2ccc(Cl)cc2)c1 | -32.0 | 34.6 | 9.4 | 83.0* | -54.6 | x | -0.1 | 3.9 | 11.0*[inhibitor]
Cn1nc(C(=O)Nc2ccc(S(=O)(=O)N3CCOCC3)cc2)c2ccccc2c1=O | 0.0 | 5.9 | 1.3 | -1.8 | -7.0 | 98.0 | -0.3 | -4.5 | 100.0
CCS(=O)(=O)N1CCC(C(=O)Nc2ccccc2OC)CC1 | 16.0 | 14.4 | -2.4 | 1.6 | -3.4 | 109.0 | -4.7 | -1.1 | 104.0
Cc1cccc(N2CCN(C(=O)c3ccc4c(c3)OCCO4)CC2)c1C | -1.0 | 11.7 | -3.3 | -4.3 | -2.0 | 108.0 | -23.0 | 0.2 | 97.0
N#CC1(NC(=O)COC(=O)C23CC4CC(CC(O)(C4)C2)C3)CCCCC1 | 5.0 | 4.5 | 2.2 | 0.2 | -3.7 | 105.0 | -9.2 | 2.7 | 101.0
CC(C(=O)NC1CC1)c1ncc(C(F)(F)F)cc1Cl (stereo not drawn) | -11.0 | 8.5 | -7.3 | -2.9 | 6.8 | 95.0 | -0.7 | 1.1 | 96.0
Cc1ccc(NC(=O)COC(=O)C2(c3ccc(Cl)cc3)CCCC2)cc1 | 1.0 | -8.3 | 5.9 | 10.4 | -94.2 | 121.0 | -8.9 | -8.8 | 153.0*
Cc1ccc(OCC(O)CN2CCOCC2)c(C)c1 (stereo not drawn) | 8.0 | -1.9 | -7.3 | -1.8 | 14.1 | 104.0 | 7.5 | -11.4 | 104.0
O=C(Nc1c(-c2ccccc2)nc2ccccn12)c1cccc(F)c1 | 12.0 | -10.2 | -8.4 | 0.0 | 7.1 | 108.0 | -6.6 | -9.4 | 107.0
SMILES | MEKK2mut PB1 HTS | UBC9 SUMO inh | HCV NS3 hel inh | CRFBP-R2 agonist | CRFBP-R2 block | MEKK2 WT-MEK5 | DNA FID counter | GalR3 antagonist | MEKK3 PB1 HTS
O=C(CCC(=O)N(CC(=O)NC1CCCCC1)c1ccccc1F)Nc1nccs1 | -1.0 | 24.7 | -12.7 | -0.7 | 0.8 | 97.0 | -38.1 | -10.0 | 98.0
CSc1ccc(CNc2cccc3ccccc23)cc1 | -6.0 | 37.3 | -4.8 | -1.9 | 21.2 | 95.0 | 5.8 | -7.4 | 97.0
COc1cc2c(cc1OC)C1C(C(=O)Nc3ccccc3N3CCN(C)CC3)c3ccccc3C(=O)N1CC2 (stereo not drawn) | 2.0 | 2.3 | 8.2 | 6.4 | 8.4 | 104.0 | 13.2 | -6.5 | 109.0
COc1ccccc1C(=O)NC(=O)COC(=O)CCOc1cc(C)ccc1C | 2.0 | 11.1 | -14.8 | 3.4 | 2.0 | 101.0 | -17.8 | -2.5 | 99.0
O=C(N/N=C/c1c(F)cccc1Cl)c1cc(C2CC2)[nH]n1 | 2.0 | 13.0 | -6.5 | -0.4 | -8.2 | 106.0 | -20.8 | 0.4 | 103.0
O=C(NCc1ccccc1)C1=C[C@H](c2ccc3c(c2)OCO3)C[C@H](OCCCCO)O1 | -11.0 | -8.1 | 4.5 | 0.1 | -3.0 | 88.0 | -31.7 | 6.2 | 87.0
O=C(NCC1CCCO1)C1CCCN1C(=O)NC1CCCCC1 (stereo not drawn) | -3.0 | 29.6 | -2.7 | -3.7 | 52.7* | 98.0 | 0.0 | -2.5 | 99.0
CCCOC(=O)CC1C(=O)NCCN1Cc1cc(OC)cc(OC)c1 (stereo not drawn) | -7.0 | -15.1 | 4.0 | -0.4 | -3.5 | 89.0 | -14.1 | -4.6 | 96.0
Cc1ccc(S(=O)(=O)c2ccc(Cl)cc2)cc1S(N)(=O)=O | 8.0 | -2.8 | 1.1 | -0.4 | 5.3 | 106.0 | -8.7 | -6.7 | 109.0
Cc1cccc(NC(=O)C2CCCN2/C=C/C(=O)C(F)(F)F)c1C (stereo not drawn) | 0.0 | 2.2 | 0.8 | -0.8 | -12.6 | 98.0 | 0.6 | -4.4 | 95.0
CO/N=C/CC(=O)c1ccc(-c2ccccc2)cc1 | 0.0 | 13.6 | 7.5 | -0.2 | -2.0 | 106.0 | -6.0 | -0.8 | 104.0
COc1ccc(-n2ccc(=O)c(C(=O)Nc3ccc(S(=O)(=O)Nc4nccs4)cc3)n2)cc1 | 7.0 | 41.4 | 20.1 | -0.3 | 1.8 | 101.0 | -12.5 | 1.6 | 100.0
O=Cc1ccc(Oc2nc(Cl)ncc2F)cc1 | 8.0 | 17.0 | 2.7 | 0.4 | 4.4 | 105.0 | -0.2 | -4.0 | 109.0
COc1ccc(C(=O)NCC(=O)OCC(=O)Nc2cccc(S(=O)(=O)N3CCCC3)c2)cc1 | -3.0 | 6.7 | -19.2 | -2.5 | -25.9 | 92.0 | -19.9 | 1.1 | 101.0
N=c1oc2ccc3ccccc3c2cc1-c1nc(-c2ccccc2)cs1 | -1.0 | 4.1 | 10.7 | 31.2 | -49.5 | 96.0 | 1.2 | 2.1 | 146.0*
CCN(CC)C(=O)C(=O)Nc1ccc(F)c(Cl)c1 | -7.0 | -2.7 | 7.2 | -0.1 | 10.2 | 88.0 | -3.9 | -3.5 | 75.0*[inhibitor]
Cc1cc(NC(=O)NC2(C(F)(F)F)Oc3ccc(Cl)cc3O2)no1 (stereo not drawn) | -2.0 | -0.4 | -7.4 | -1.4 | -32.9 | 92.0 | -1.6 | x | 97.0
O=CNCC(=O)NCCc1ccc(Cl)cc1 | 4.0 | 18.4 | -0.1 | 0.4 | 6.1 | 101.0 | -1.7 | 3.9 | 101.0
Cn1nc(C(=O)Nc2ccc3c(c2)OCCO3)cc1C(=O)O | -7.0 | 13.0 | 3.2 | -2.5 | -10.9 | 89.0 | 1.2 | x | 97.0
Cc1ccn2cc(CCNC(=O)COc3ccccc3)nc2c1 | -13.0 | 11.1 | 9.1 | -5.8 | 7.7 | 91.0 | -4.0 | -5.9 | 88.0
COc1ccc(C(=O)COC(=O)CCc2ccccc2)cc1 | -5.0 | -27.3 | -3.2 | -2.3 | 13.6 | 83.0 | -11.9 | 4.6 | 87.0
O=C1c2oc3ccc(Cl)cc3c(=O)c2C(c2cccc(Br)c2)N1CCO (stereo not drawn) | 3.0 | 17.9 | 5.2 | 2.6 | -3.0 | 103.0 | -17.2 | 1.3 | 101.0
COc1cccc(-c2cc(C(F)(F)F)n3ncc(C(=O)NCC4CCCO4)c3n2)c1 (stereo not drawn) | 4.0 | 37.1 | 0.2 | -1.9 | 4.4 | 114.0 | -12.8 | -6.1 | 112.0
CCCCC[n+]1ccn(C2=C([O-])c3ccccc3C(=O)/C2=N\S(=O)(=O)c2ccccc2)c1 | 3.0 | -19.3 | 1.2 | -0.7 | -11.2 | 106.0 | -5.1 | -2.5 | 104.0

Four compounds out of the list, arranged by length of the SMILES, low to high.
SMILES | MEKK2mut PB1 HTS | UBC9 SUMO inh | HCV NS3 hel inh | CRFBP-R2 agonist | CRFBP-R2 block | MEKK2 WT-MEK5 | DNA FID counter | GalR3 antagonist | MEKK3 PB1 HTS
O=C(N/N=C/c1c(F)cccc1Cl)c1cc(C2CC2)[nH]n1 | 2.0 | 13.0 | -6.5 | -0.4 | -8.2 | 106.0 | -20.8 | 0.4 | 103.0
Cc1ccc(S(=O)(=O)c2ccc(Cl)cc2)cc1S(N)(=O)=O | 8.0 | -2.8 | 1.1 | -0.4 | 5.3 | 106.0 | -8.7 | -6.7 | 109.0
O=C(NCc1ccccc1)C1=C[C@H](c2ccc3c(c2)OCO3)C[C@H](OCCCCO)O1 | -11.0 | -8.1 | 4.5 | 0.1 | -3.0 | 88.0 | -31.7 | 6.2 | 87.0
CCCCC[n+]1ccn(C2=C([O-])c3ccccc3C(=O)/C2=N\S(=O)(=O)c2ccccc2)c1 | 3.0 | -19.3 | 1.2 | -0.7 | -11.2 | 106.0 | -5.1 | -2.5 | 104.0
